# IDE act: human IDE activators in live cells, primary screen, fluorescence polarization, HEK cells, FAbeta-B substrate; FAbeta-B cleavage; 0% vehicle, 100% cell-free pure enzyme wells; activation, % at 5.96 µM; 340,000 compounds, 0.073% hits; AID 493087, 2011;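 active = activation above the mean of all tested compounds plus 3 SD, set per screening campaign, cut at about 17% in these data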
# CRFR2-BP ag: agonists of CRF-BP/CRF-R2 complex, primary screen, cell-based, HEK293, calcium dye fluorescence, uHTS | calcium dye fluorescence (FLIPR); percent of saturating CRF peptide response | 350,000 compounds, 0.46% hits | activation, % at 13.2 µM | AID 588473, 2011;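 active = activation of at least 50%, plus an integration ratio under a set limit after plate pattern correction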;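 also: plate controls were neutral control wells without compound for no effect and CRF at EC100 for full effect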
# CRFBP-R2 block: antagonists of CRF-BP/CRF-R2 complex, primary screen, cell-based, HEK293, calcium dye fluorescence, uHTS; CRF-induced calcium fluorescence; inhibition, % at 11.8 µM; 350,000 compounds, 0.59% hits; AID 588475, 2011;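 active = inhibition of the ligand-induced calcium signal above about 50% at the single tested concentration, limit read from the data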
# PHOSPHO1 inh: PubChem AID 1565; inhibition, % at 13.3 µM; Phosphoethanolamine/phosphocholine phosphatase (Homo sapiens), Q8TCT1; 290,000 compounds, 1.1% hits; recombinant PHOSPHO1, absorbance phosphatase assay; in the data active = inhibition above about 60%
# Target sequence (Q8TCT1 whole entry, looked up): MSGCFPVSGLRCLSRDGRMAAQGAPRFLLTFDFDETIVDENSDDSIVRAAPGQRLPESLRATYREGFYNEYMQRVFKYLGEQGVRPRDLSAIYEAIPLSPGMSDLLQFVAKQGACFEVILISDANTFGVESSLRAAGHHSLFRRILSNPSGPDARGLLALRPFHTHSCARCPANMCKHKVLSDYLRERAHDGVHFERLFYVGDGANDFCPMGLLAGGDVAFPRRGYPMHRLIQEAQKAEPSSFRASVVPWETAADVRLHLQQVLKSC
# M4 PAM: human M4 muscarinic receptor positive allosteric modulators, primary screen, CHO-K1 cells, Fluo-8 calcium fluorescence | Muscarinic acetylcholine receptor M4 (Homo sapiens), P08173 | CHO-K1 hM4/Gqi5, ACh EC20; 0% = ACh EC20, 100% = maximal ACh | activation, % at 3 µM | 360,000 compounds, 0.4% hits | AID 624126, 2012;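 active = activation above its plate's cutoff, the mean activation of sample wells plus 3 SD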; also: some results filed as inactive read as strong as hits
# Target sequence (P08173 whole entry, looked up): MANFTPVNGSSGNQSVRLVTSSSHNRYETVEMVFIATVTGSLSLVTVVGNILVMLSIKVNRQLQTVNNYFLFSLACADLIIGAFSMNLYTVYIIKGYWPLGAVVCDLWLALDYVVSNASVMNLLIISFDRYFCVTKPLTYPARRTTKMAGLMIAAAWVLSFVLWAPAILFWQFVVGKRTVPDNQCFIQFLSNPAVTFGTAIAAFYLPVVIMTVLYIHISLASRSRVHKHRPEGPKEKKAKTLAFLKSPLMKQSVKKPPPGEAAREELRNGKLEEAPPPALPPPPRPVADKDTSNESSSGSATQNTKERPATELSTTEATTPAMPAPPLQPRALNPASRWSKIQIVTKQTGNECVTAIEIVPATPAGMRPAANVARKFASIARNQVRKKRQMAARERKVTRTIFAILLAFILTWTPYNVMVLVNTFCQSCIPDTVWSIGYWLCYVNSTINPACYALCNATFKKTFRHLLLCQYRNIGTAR
# p-CIP stab down: p/CIP-EGFP fusion destabilizers, primary screen, fluorescence, F442A cells; Q05BA5; 16 h; decrease of EGFP signal, % at 10 µM; 290,000 compounds, 0.01% hits; AID 1984, 2009;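 active = EGFP signal decrease of at least 30% at 10 µM or well 3 SD below plate mean, unless failing retest; inactive = the rest, including hits failing retest or dose response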; also: some compounds called inactive have numbers as strong as hits; many of its hits are not listed in these tables
# MEKK3 PB1 HTS: modulators of MEKK3-MEK5 PB1 binding, primary screen, biochemical, wildtype MEKK3, multiplex bead flow cytometry, Alexa488-MEK5; 290,000 compounds, 1.4% hits; AID 1529, 2009; Mitogen-activated protein kinase kinase kinase 3 (Homo sapiens), Q99759; bead-based flow cytometry, Alexa488-MEK5 binding to MEKK3; actives lie on both sides; 0 = blocked by unlabeled MEK5, 100 = vehicle; binding response (% of control), % at 10 µM;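 active = binding response more than 3 SD above or below the average of its plate-row segment, actives on both sides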;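 also: Alexa488 bead fluorescence after subtracting the streptavidin-only scavenger bead signal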
# IDE inh: human IDE inhibitors in live cells, primary screen, fluorescence polarization, HEK cells, FAbetaB substrate; 320,000 compounds, 0.41% hits; inhibition, % at 5.59 µM; FAbetaB cleavage; AID 434962, 2010;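 active = percent inhibition above the average of all tested compounds plus 3 SD, set per screening campaign, cut at about 16% in these data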;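 also: IDE supplied by intact live HEK cells; FP after avidin binding of uncleaved biotin substrate so inhibition keeps polarization high; 0% = DMSO wells and 100% = 60 µM reference IDE inhibitor Ii1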
# GalR3 antagonist: GalR3 antagonists in HEK293 cells, primary screen, cell-based, fluorescence readout. HEK293 GalR3-CNG cAMP membrane potential fluorescence; galR3 body fused to GalR1 C-terminus. AID 651719, 2012. inhibition, % at 3 µM. 360,000 compounds, 0.44% hits;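 active = inhibition above the screen-wide average plus 3 SD, cut at about 13% in these data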;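 also: forskolin and galanin both at EC90 stimulate the cells; cAMP rise reported by CNG channel membrane potential dye signal; 0% = forskolin plus galanin with DMSO and 100% = forskolin alone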
# Starred values were filed as active, the others as inactive; / = not tested or not shown.
SMILES,IDE act,CRFR2-BP ag,CRFBP-R2 block,PHOSPHO1 inh,M4 PAM,p-CIP stab down,MEKK3 PB1 HTS,IDE inh,GalR3 antagonist
COc1ccc(S(=O)(=O)N[C@@H](CSCc2ccccc2)C(=O)O)cc1,3,-0.7,-1,17,-4,12,104,/,0
COc1ccc(-c2nn(-c3ccccc3)cc2C(=O)N/N=C/c2ccc([N+](=O)[O-])o2)cc1,2,1.3,-19,30,5,-2,105,-4,-4
CCCN(CCO)Cc1cccc(Cl)c1,3,-4.2,-18,3,-2,-8,92,2,-7
O=C(O)Cn1ncc2ccccc2c1=O,6,-1.3,4,30,5,-16,88,4,-3
CCCCN1C(=O)N(c2nnc(C(C)(C)C)s2)C(O)C1c1ccc(C)cc1 (stereo unspecified),-3,-2.0,1,0,11,0,97,1,-3
COc1ccc2c(c1)nc(NCCCO)n2Cc1ccccc1,-1,1.5,19,24,6,0,90,1,-7
COc1ccc(C2=NN(C(=O)CSc3nc4ccccc4s3)C(c3ccc(OC)cc3)C2)cc1 (stereo unspecified),0,-1.8,3,2,-3,-4,148*,4,-2
Cc1cc(C)c2nc(C(F)(F)F)nc(NCCCN3CCCC3=O)c2c1,4,1.9,-10,-11,-1,2,102,10,-2
CC(C)[C@H]1COCCS(=O)(=O)N1Cc1ccc(Cl)cc1,-8,-1.6,-2,10,2,-4,96,2,1
CCOc1ccc(C(C)=O)cc1COc1ccc(-n2cnnn2)cc1,-1,0.3,-8,10,-8,-2,107,2,-1
O=C(Sc1ccc(Cl)cc1)c1cccc(Cn2cc(C(F)(F)F)ccc2=O)c1,-3,3.1,-12,41,1,-6,105,-2,-7
COc1ccc(-n2c(-c3ccc(OC)c(OC)c3)n[nH]c2=S)cc1,3,-0.2,2,-135,0,-4,102,-6,-9
O=C(NC1CCCC1)C(c1ccco1)N(C(=O)c1csnn1)c1ccccc1 (stereo unspecified),1,-0.4,-3,30,0,-11,100,-2,-9
CC(C)CCNC(=O)C(c1ccco1)N(CCCO)C(=O)Cn1nnc(-c2ccc(F)cc2)n1 (stereo unspecified),-5,-5.5,-26,41,-5,-10,91,7,-4
CC(C)C(=O)Nc1ccc(C(=O)N/N=C/c2cc(Br)cc(Br)c2O)cc1,-1,19,-4,36,5,-6,97,-1,5
Cc1onc(-c2ccccc2Cl)c1C(=O)OCC(=O)c1c(N)n(C)c(=O)n(C)c1=O,-9,-0.6,-9,19,7,-3,106,2,11
O=C(NNC(=O)c1ccc2ccccc2c1)c1ccc(Cl)c(Cl)c1,5,1.4,-10,/,-2,/,/,/,-6
CC(=O)c1ccc(OCCCC(=O)Nc2ccc(Cl)c(S(=O)(=O)N3CCOCC3)c2)cc1,2,0.0,4,/,0,/,/,/,87*
Cc1c(NC(=O)Nc2ccc(F)cc2F)c(=O)n(-c2ccccc2)n1C,9,1.4,3,25,6,-16,107,-2,-4
CCOC(=O)C1(CCOc2ccccc2)CCN(C(=O)c2ccc(-n3cccn3)cc2)CC1,9,-1.5,-24,1,-9,3,105,2,-6
CCc1nnc(NC(=O)CN2CCN(c3nc(-c4ccccc4)cs3)CC2)s1,-6,-0.7,-31,-11,0,3,112,6,-9
Cc1cccnc1NCC(O)COc1ccccc1 (stereo unspecified),6,-0.5,3,6,3,-6,99,12,-2
COC(=O)c1cc(C(=O)NCC2CCCCC2)cc([N+](=O)[O-])c1,2,-2.8,-14,28,2,-14,101,-5,-7
Fc1ccc(NC(=S)N2CCSC2c2cccs2)cc1 (stereo unspecified),-6,5.8,-1,-26,-4,2,108,3,0
Cc1nc2ccccc2c(=O)n1NCc1cccs1,1,0.6,-21,11,5,-4,98,-3,-5
O=C(NCc1cccnc1)C1CCN(C(=O)c2ccc(Cl)cc2Cl)CC1,4,-0.4,-4,4,-1,-13,103,3,-6
C[C@@H]1NC(=O)[C@H](CCC(N)=O)NC(=O)c2cc([N+](=O)[O-])cc(I)c2NCC[C@@H](C(N)=O)NC1=O,/,-0.5,16,4,/,-1,96,2,/
CCOC(=O)c1sc(NC(=O)CN2C(=O)NC3(CC(C)CC(C)(C)C3)C2=O)cc1C (stereo unspecified),-1,0.4,-11,/,-3,/,/,9,-2
O=C(CSc1nnc(-c2ccncc2)o1)NCc1ccc(Cl)cc1,7,-1.0,0,-4,-4,10,100,-1,-4
Cc1ccc(S(=O)(=O)N2CCN(CCc3ccncc3)CC2)cc1,3,0.0,15,/,11,/,/,3,-6
COc1ccc(-n2c(C)cc(/C=C(\C#N)C(=O)NCc3ccco3)c2C)cc1,4,1.4,4,-39,-6,-15,95,-5,0
CCc1noc(C)c1C(=O)Nc1nc2c(C)cc(C)cc2s1,5,-1.1,-3,/,5,/,/,-5,-2
CC(=O)Nc1cccc(NC(=O)CSc2nc(=O)n(CCN3CCOCC3)c3c2CCC3)c1,-1,0.3,1,/,11,/,/,-2,-3
O=C1NC2=C(C(=O)CCC2)C(c2ccc3ncccc3c2)N1 (stereo unspecified),3,0.1,15,-40,-9,-4,104,3,-2
CC(C)C(=O)NC(=S)Nc1ccc(S(=O)(=O)Nc2ccccc2)cc1,-1,11,-59,3,-12,1,99,4,-4
O=C1CSC(c2ccc(Cl)cc2)N1Nc1nc(N2CCOCC2)nc(N2CCOCC2)n1 (stereo unspecified),0,-1.0,-26,41,-3,-5,101,2,-3
CC(C)(C)NC(=O)Cn1nnc(-c2cccs2)n1,-2,3.8,-21,-24,6,7,103,5,-3
O=C(O)C1(O)C[C@@H](O)C(O)[C@H](O)C1 (stereo partly specified),5,0.8,-14,/,9,/,/,/,-3
CCOC(=O)c1ccc(S(=O)(=O)N2CCN(C(=O)CSc3nc4ccccc4o3)CC2)cc1,1,10,-16,-2,18,3,97,2,-5
CCOc1cc(C(=O)N(Cc2ccccc2)c2ccc(C)cc2)ccc1OCC(=O)N1CCOCC1,1,1.1,-7,/,0,/,/,/,-3

# Entries of single compounds, quoted from the list. Screens in order: IDE act	CRFR2-BP ag	CRFBP-R2 block	PHOSPHO1 inh	M4 PAM	p-CIP stab down	MEKK3 PB1 HTS	IDE inh	GalR3 antagonist
# `CCOC(=O)c1ccc(S(=O)(=O)N2CCN(C(=O)CSc3nc4ccccc4o3)CC2)cc1` is listed as 1	10	-16	-2	18	3	97	2	-5
# `O=C(CSc1nnc(-c2ccncc2)o1)NCc1ccc(Cl)cc1` is listed as 7	-1.0	0	-4	-4	10	100	-1	-4
# `Cc1nc2ccccc2c(=O)n1NCc1cccs1` is listed as 1	0.6	-21	11	5	-4	98	-3	-5
# `O=C(NCc1cccnc1)C1CCN(C(=O)c2ccc(Cl)cc2Cl)CC1` is listed as 4	-0.4	-4	4	-1	-13	103	3	-6

# An excerpt of these results, as labelled records:
Molecule: Fc1ccc(NC(=S)N2CCSC2c2cccs2)cc1 (stereo unspecified)
  IDE act = -6
  CRFR2-BP ag = 5.8
  CRFBP-R2 block = -1
  PHOSPHO1 inh = -26
  M4 PAM = -4
  p-CIP stab down = 2
  MEKK3 PB1 HTS = 108
  IDE inh = 3
  GalR3 antagonist = 0

Molecule: O=C(O)C1(O)C[C@@H](O)C(O)[C@H](O)C1 (stereo partly specified)
  IDE act = 5
  CRFR2-BP ag = 0.8
  CRFBP-R2 block = -14
  PHOSPHO1 inh = /
  M4 PAM = 9
  p-CIP stab down = /
  MEKK3 PB1 HTS = /
  IDE inh = /
  GalR3 antagonist = -3

# More records:
SMILES,IDE act,CRFR2-BP ag,CRFBP-R2 block,PHOSPHO1 inh,M4 PAM,p-CIP stab down,MEKK3 PB1 HTS,IDE inh,GalR3 antagonist
COc1ccccc1CNC(=O)CCCOc1cc(=O)n(C)c2ccccc12,0,-3.6,3,18,0,-6,100,1,-2
O=C1CCC(C(=O)N2CCCC2)CN1Cc1cccc(C(F)(F)F)c1 (stereo unspecified),3,-0.4,-2,21,0,2,99,3,-3
COc1ccc(C(=O)N2CCN(CCNC(=O)C(=O)Nc3ccc(F)cc3)CC2)cc1OC,5,-0.3,2,26,8,1,103,2,-9
CCCCn1c(SCC(=O)NC(=O)NCc2ccco2)nc2cc(S(N)(=O)=O)ccc21,-2,0.6,8,49,-3,-6,107,2,-1
O=C(NCCCN1CCCC1=O)Nc1cc(Cl)ccc1Cl,1,-0.9,-2,-20,0,-5,106,0,-1
Cc1ccc(-n2c(=O)cc(N3CC(C)OC(C)C3)[nH]c2=O)cc1 (stereo unspecified),8,1.1,10,12,-3,-18,113,0,/
CC(C)n1cc(CN2CCCC(CO)(Cc3cccc(Cl)c3)C2)cn1 (stereo unspecified),6,-0.6,21,6,-13,8,99,5,-6
C/C(=N\NC(N)=S)C1C2C3CC4C5CC(C42)C1C53 (stereo unspecified),1,0.0,-9,12,-2,-6,74,2,-8
CC(C)(C)C(=O)Nc1ccc(-c2cn3cccnc3n2)cc1,1,-0.4,8,20,1,1,107,-4,-9
O=C(O)C1Nc2c(O)cc(Cl)c([N+](=O)[O-])c2C2C=CCC12 (stereo unspecified),9,1.0,15,-45,1,-2,94,-3,-2
O=C(CSc1ccccn1)N/N=C/c1cc([N+](=O)[O-])ccc1O,-2,0.2,6,25,19,-4,93,1,-5
COc1ccc(S(=O)(=O)N(C)CC(=O)N2CCCC2)cc1,2,-2.1,15,-2,0,14,101,5,-8
NC(=O)c1ccc(Oc2ccc3ccc(=O)oc3c2)c([N+](=O)[O-])c1,-8,-2.6,15,24,-6,-9,100,-4,-6
CCOc1ccc(NC(=O)CN(C)C(=O)CCSc2ccc(F)cc2)cc1OCC,0,0.8,-1,/,-2,/,/,2,-6
Cc1c(O)ccc(NC(=O)/C=C/c2ccccc2)c1C,2,-0.4,-6,42,-2,-1,100,3,-8
COc1cccc(NC(=O)COc2ccccc2C(N)=O)c1,1,-0.5,-12,13,1,-2,102,-9,4
O=C(NCCCCCCNC(=O)OCc1ccccc1)OCc1ccccc1,5,-6.8,-7,/,-2,/,/,/,-8
CC(C)NCC(O)COC1CCC(C(C)(C)C)CC1 (stereo unspecified),2,9.3,-51,-15,16,0,104,5,-3
COc1ccc(N2C(=O)C3CCCN3C2c2ccc(C)o2)cc1 (stereo unspecified),1,3.4,23,24,-4,-7,103,-3,4

# Screens (PubChem BioAssay)
